# PAX8 reporter: inhibitors of PAX8-driven TPO luciferase reporter, primary screen, RMG-I cells, single concentration; SteadyGlo, 24 h; inhibition, % at 12.6 µM; 360,000 compounds, 1.2% hits; AID 652154, 2013;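 active = mean replicate inhibition at least 60% with every replicate also reaching 60%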;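 note: luciferase light reporting Pax8 driven TPO promoter activity; plate controls were median of neutral control wells for no effect and mitoxantrone controls for full effect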
# LGR2 antag: inhibitors of bursicon-induced LGR2 CRE-luciferase signal, primary screen, cell-based, HEK293, CRE-luciferase reporter, bursicon stimulation | bursicon-stimulated, 4 h | Drosophila bursicon receptor LGR2 (rickets) | inhibition, % at 9.99 µM | 380,000 compounds, 0.35% hits;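 active = drop in luminescence signal, shown as inhibition above about 50% in the replicate tests, limit read from the data, passing the limit was not always enough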;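 note: agonist challenge used bursicon conditioned medium at about half maximal strength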
# PGC1a acetyl inh: inhibitors of PGC1a acetylation signal, primary screen, cell-based, U2OS, AlphaScreen, inhibitor mode. AlphaScreen anti-acetyl-lysine; with virally co-expressed GCN5 acetyltransferase. inhibition, % at 15.6 µM. 350,000 compounds, 0.17% hits;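 active = every replicate shows inhibition of at least 40%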;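 note: 0% = neutral control wells and 100% = positive control wells; some results beyond the cut were filed as inactive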
# FN deposition inh: inhibitors of fibronectin matrix deposition, primary screen, AH1F cells, Alexa488-fibronectin fluorescence, plate reader; AH1F fibroblasts, overnight; inhibition, % at 12.6 µM; 350,000 compounds, 0.086% hits;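 active = mean inhibition across replicates of 30% or more, regardless of how many single replicates reach that level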;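 note: positive control wells lacked labelled fibronectin entirely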
#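 test system = AH1F fibroblasts assembling fluorescent fibronectin matrix | quantity = 10000 AH1F cells per well | buffer or medium = DMEM plus 2% serum, read in PBS | doses = single dose, pinned | incubation = 1 h cell attachment, overnight exposure to compound and label | detection = fluorescence at 485 nm excitation, 525 nm emission | read-out basis = inhibition from reduced deposited-fibronectin fluorescence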
# miR-122 sensor: miR-122 Renilla sensor signal increase in Huh7, primary screen, miR-122 inhibitor project, cell-based, single point, plate reader. AID 602342, 2012. Huh7 miR-122 Renilla luciferase sensor, 48 h; neutral wells = 0, positive control = 100. 340,000 compounds, 0.3% hits. activation (reporter increase), % at 12.5 µM;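 active = mean replicate activation score at least 90 and every replicate individually at or above 90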;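 note: higher luciferase means less miR-122 activity so hits act as miR-122 inhibitors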
# EWS-Fli inh: EWS/Fli-driven NR0B1 reporter inhibitors, primary screen, A673 cells, NR0B1 luciferase, luminescence, MLPCN library; 350,000 compounds, 0.67% hits; viability-normalised; inhibition, % at 12.6 µM;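 active = mean inhibition of at least 50% after viability correction, with every replicate also passing that limit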;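 note: firefly luciferase signal divided by Alamar Blue viability fluorescence both relative to DMSO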
# Casp6 inh: human caspase-6 inhibitors, primary screen, biochemical, VEID-R110 fluorescence, single point, set 2; purified caspase-6, Z-VEID-R110 cleavage fluorescence; inhibition, % at 12.5 µM; 350,000 compounds, 0.53% hits;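 active = mean inhibition across replicates at least about 35%, with every replicate also reaching that limit, limit read from the data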;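 note: 0% = median of neutral control wells and 100% = no fluorescence left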
# Target sequence (P55212 24-179 limits assumed): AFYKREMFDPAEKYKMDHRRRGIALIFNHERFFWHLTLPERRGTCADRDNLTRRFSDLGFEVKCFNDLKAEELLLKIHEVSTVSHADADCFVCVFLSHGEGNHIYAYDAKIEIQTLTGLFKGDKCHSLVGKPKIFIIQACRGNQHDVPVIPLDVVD
# Target sequence (P55212 194-293 limits assumed): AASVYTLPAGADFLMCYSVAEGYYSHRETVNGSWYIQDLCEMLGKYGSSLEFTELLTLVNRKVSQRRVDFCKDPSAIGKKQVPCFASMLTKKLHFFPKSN
# Cneo AK release: Cryptococcus neoformans cell lysis inducers, primary screen, AK release luminescence, single concentration. C. neoformans lysis, adenylate kinase release luminescence, 4 h; normalised: neutral wells 0, clomiphene wells 100. lysis activity, % at 15 µM. 360,000 compounds, 0.2% hits;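 active = mean lysis activity across replicates of at least 80%, whatever share of replicates individually reach that level; inactive = mean lysis activity below 80%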
#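 Material – log-phase Cryptococcus neoformans yeast cells · Input – 5 × 10^6 yeast cells/mL · Medium – fresh YPD growth medium · Doses – single compound concentration per well · Timing – static 4 h at 37 °C with compound, 1 h detection · Detection – adenylate kinase release luminescence · Read-out – signal increase indicating cell lysis · Control set – Clomiphene as positive lysis control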
# Numbers without * were called inactive; · = no result given; & = joins results of further samples; [ ] = dose if it differs, or a comment.
no.	Structure	PAX8 reporter	LGR2 antag	PGC1a acetyl inh	FN deposition inh
1	O=C(Nc1ccc(F)cc1)N1CC(=O)N2[C@H](CO)[C@H](c3ccc(C#CC4CC4)cc3)[C@H]2C1	-13	0	8	·
2	COC(=O)c1nn(-c2ccc(OC)cc2)c(=O)c2c(N)sc(C)c12	-141	4	·	-3
3	CCc1nc2ccc(C(=O)NC3CCN(Cc4ccccc4)CC3)cn2c1N(C)Cc1ccc(N(C)C)cc1	-4	-1	·	-12
4	CCC(=O)N1CCc2cc(OC)c(OC)cc2C1COc1ccc(C(=O)OC)cc1 (configuration not stated)	·	-15	-80	-1
5	COc1ccc(CCNS(=O)(=O)c2ccc(Cl)s2)cc1OC	·	9	-7	·
6	Cc1ccc(N2C(=O)C3C4C=CC(CNC(=S)Nc5ccc(F)cc5)(O4)C3C2=O)cc1 (configuration not stated)	24	0	·	9
7	C[C@@H]1CN([C@H](C)CO)C(=O)Cc2cc(NC(=O)C3CCCCC3)ccc2O[C@H]1CN(C)S(=O)(=O)c1ccc(F)cc1	5	7	-4	-5
8	CC(C)(C)OC(=O)CNC(=O)c1[nH]cnc1C(=O)NCC(=O)OCc1ccccc1	-17	3	5	3
9	O=C(NCC(=O)N1CCC(Cc2ccccc2)CC1)c1ccccc1F	-102	-18	-1	6
10	COc1ccc(Nc2nc(C)cc(C)c2C(N)=O)c(OC)c1	·	1	7	·
11	O=C(COC(=O)Cc1ccc(S(=O)(=O)N2CCOCC2)s1)NCc1ccc(Cl)cc1	·	·	7	2
12	O=S1(=O)N=C(N2CCCC2)c2ccccc21	-10	-2	-6	-1

no.	miR-122 sensor	EWS-Fli inh	Casp6 inh	Cneo AK release
1	·	-5	0	·
2	·	-5	0	·
3	-5	15	-9	-1
4	0	·	·	1
5	15	·	·	1
6	49	11	·	-2
7	-5[16.7 µM]	-6	0	0
8	-3	-9	-6	-1
9	-4	-43	1	0
10	-2	-1	1	0
11	-8	·	·	-2
12	-1	6	0	-2

# The last two records of the part above open the next one.
no.	Structure	PAX8 reporter	LGR2 antag	PGC1a acetyl inh	FN deposition inh
11	O=C(COC(=O)Cc1ccc(S(=O)(=O)N2CCOCC2)s1)NCc1ccc(Cl)cc1	·	·	7	2
12	O=S1(=O)N=C(N2CCCC2)c2ccccc21	-10	-2	-6	-1
13	Cc1ccc(C(=O)/C=C/Nc2cccc([N+](=O)[O-])c2)o1	-137	-52	14	-8
14	COc1cccc(-c2ccc([C@@H]3[C@@H](CO)N4CCCCN(S(=O)(=O)c5cccs5)C[C@H]34)cc2)c1	2	5	-21	·
15	O=C1Nc2ccccc2S/C1=C/NCc1ccccc1Cl	9	-26	·	-4
16	CCC(=O)N1CC2(C1)[C@@H](c1ccc(-c3ccc(F)cc3)cc1)[C@H](CO)N2S(C)(=O)=O	7	8	1	·
17	O=C(CC1c2ccccc2Oc2ccccc21)Nc1ccccc1F	·	-7	-12	·
18	NS(=O)(=O)c1ccc(CCNC(=O)COC(=O)/C=C/c2cc(Br)ccc2F)cc1	-4	-7	3	4
19	COc1ccccc1NC(=O)Cn1nnc(C(=O)Nc2ccccc2)c1N	-12	·	-4	3
20	O=C(COC(=O)c1nc(Cl)ccc1Cl)c1ccc(Cl)s1	8	·	·	-3
21	O=C(CN1CCc2ccccc21)NC(=O)NC1CCCCC1	23	-4	5	-3
22	CC1CN(C2CCCCC2)c2nc3c(c(=O)[nH]c(=O)n3C)n2C1 (configuration not stated)	·	26	6	·
23	O=C(CCN1CCCCC1)NCC[C@@H]1CC[C@@H](NS(=O)(=O)c2cccc(F)c2)[C@H](CO)O1	-15	25	21	-7
24	CN(C)Cc1ccccc1Sc1cccc2ccccc12	31	6	·	0

no.	miR-122 sensor	EWS-Fli inh	Casp6 inh	Cneo AK release
11	-8	·	·	-2
12	-1	6	0	-2
13	3	·	·	-6
14	9[16.7 µM]	7	0	-4
15	·	-7	0	·
16	·	-2	-1	·
17	1	·	·	3
18	-2	3	-2	3
19	9	·	·	-1
20	·	3	3	·
21	·	16	2	·
22	-7	·	·	-1
23	·	3	-3	50
24	·	7	-4	·

# Some of the entries above, reformatted.
# Each structure is followed by: PAX8 reporter, LGR2 antag, PGC1a acetyl inh, FN deposition inh, miR-122 sensor, EWS-Fli inh, Casp6 inh, Cneo AK release
(17) O=C(CC1c2ccccc2Oc2ccccc21)Nc1ccccc1F
 : ·, -7, -12, ·, 1, ·, ·, 3
(18) NS(=O)(=O)c1ccc(CCNC(=O)COC(=O)/C=C/c2cc(Br)ccc2F)cc1
 : -4, -7, 3, 4, -2, 3, -2, 3
(19) COc1ccccc1NC(=O)Cn1nnc(C(=O)Nc2ccccc2)c1N
 : -12, ·, -4, 3, 9, ·, ·, -1
(20) O=C(COC(=O)c1nc(Cl)ccc1Cl)c1ccc(Cl)s1
 : 8, ·, ·, -3, ·, 3, 3, ·
(21) O=C(CN1CCc2ccccc21)NC(=O)NC1CCCCC1
 : 23, -4, 5, -3, ·, 16, 2, ·
(22) CC1CN(C2CCCCC2)c2nc3c(c(=O)[nH]c(=O)n3C)n2C1 (configuration not stated)
 : ·, 26, 6, ·, -7, ·, ·, -1

# Going on with the list:
no.	Structure	PAX8 reporter	LGR2 antag	PGC1a acetyl inh	FN deposition inh
25	N#Cc1c(Nc2ccccc2)c(C=O)c[nH]c1=O	2	-3	·	2
26	CC1=C(C(=O)OCc2ccccc2)C(/C=C/c2ccccc2)N2C(=O)CCSC2=N1 (configuration not stated)	-4	-2	8	-24
27	CC1(C)Cc2nc3oc4c(NCCCN5CCOCC5)ncnc4c3cc2CO1	8	-7	2	-16
28	CCCCC[C@H](C)N1C[C@H](COCc2ccccc2)Oc2cc(N3CCC[C@@H]3CO)ccc2S1(=O)=O	-2	-13	·	3
29	COC(=O)c1cccc([N+](=O)[O-])c1CS(=O)(=O)c1ccc(C)cc1	-2	-15	-9	4
30	Cc1cc(C(=O)COC(=O)CC2Sc3ccccc3NC2=O)c(C)n1-c1ccc(Br)cc1 (configuration not stated)	0	·	·	-5
31	CC(=O)N1CCOc2ccc(S(=O)(=O)N(C)c3ccc(C)cc3)cc21	18	1	-20	-4
32	Cc1cc(O)ccc1NC1=CC(=O)CC(C)(C)C1	22	3	·	4
33	C[C@H](CO)N1C[C@H](C)[C@@H](CN(C)Cc2ccc(F)cc2)Oc2ncc(Br)cc2C1=O	1	9&-12	-9&-5	-4&4
34	C[C@@H]1CN([C@@H](C)CO)S(=O)(=O)c2ccc(C#Cc3ccc(F)cc3)cc2O[C@@H]1CN(C)CC1CC1	·	19	-10	13
35	N#C/C(=C\c1c(Cl)cccc1Cl)c1nc2ccccc2o1	·	-14	-10	·
36	O=C(NNC(=O)c1ccc(F)c(S(=O)(=O)N2CCOCC2)c1)c1ccc(Br)cc1	-2	12	1	-5

no.	miR-122 sensor	EWS-Fli inh	Casp6 inh	Cneo AK release
25	·	5	0	·
26	-2	-14	-3	2
27	-3	-4	-1	2
28	·	7	-3	·
29	-2	5	-5	6
30	·	4	-5	·
31	1	·	0	6
32	·	-3	-2	·
33	23	-9&-12	-3&2	0&0
34	6[16.7 µM]	20	1	0
35	4	·	·	4
36	5	-1	0	2

# Further compounds follow.
no.	Structure	PAX8 reporter	LGR2 antag	PGC1a acetyl inh	FN deposition inh
37	C[C@H](CO)N1C[C@H](C)[C@@H](CN(C)S(=O)(=O)c2cccs2)Oc2ncc(C#CCC3CCCC3)cc2C1=O	13	13	2	·
38	CCc1nc(C#N)c(N2CCOCC2)o1	9	-8	1	-5
39	OC(C#CCN1CCCC1)c1ccccc1 (configuration not stated)	·	-2	·	·
40	CC(C)(C)NC(=O)C(c1ccc(C(F)(F)F)cc1)n1c(=O)c(-c2ccccc2)nc2ccccc21 (configuration not stated)	26	7	·	2
41	O=C(c1ccco1)N1CCN(C2CC(=O)N(c3ccccc3)C2=O)CC1 (configuration not stated)	7	·	-4	-4
42	Cc1cc(NC(=O)CN(C)CCOc2ccccc2)ccc1Br	6	-15	-6	-10
43	CCOC(=O)C1CCN(C(=O)CCNC(=O)Cn2cnc3ccccc3c2=O)CC1	-17	-8	3	1
44	CC(=C1SC(=S)NC1=O)c1ccccc1	-1	-7	5	-13
45	COc1ccc(-n2c(Cc3cccn3C)nnc2SCC(=O)Nc2cccc(OC)c2)cc1	3	-3	2	15
46	C[C@@H]1CN([C@H](C)CO)C(=O)c2cc(NC(=O)CCC(F)(F)F)ccc2O[C@H]1CN(C)Cc1ccc(C(F)(F)F)cc1	14	19	4	·
47	OC(COc1ccc2c(c1)OCO2)CN1CCCC1 (configuration not stated)	-11	21	-3	-8
48	COc1ccc(S(=O)(=O)N(Cc2ccccc2)c2ccccc2C(=O)Nc2ccccc2C(=O)NCc2ccco2)cc1	38	14	-2	-1

no.	miR-122 sensor	EWS-Fli inh	Casp6 inh	Cneo AK release
37	·	13	·	0
38	-3	·	·	-1
39	-8	-2	-4	-2
40	·	3	-2	·
41	-49	·	·	-3
42	·	4	-4	·
43	-6	4	3	5
44	·	4	1	5
45	-4	3	-1	-5
46	-1[16.7 µM]	-28	-3	57
47	·	-3	-10	·
48	6	·	·	0

# The listing continues:
no.	Structure	PAX8 reporter	LGR2 antag	PGC1a acetyl inh	FN deposition inh
49	O=C(O)CCC(=O)Nc1ccc(-c2nnc(-c3ccco3)o2)cc1	7	5	-1	-3
50	Cc1nc(Oc2ccc(Cl)cc2)c2oc3ccccc3c2n1	-5	9	5	1
51	CC(C)=CCN[C@H](CO)c1ccccc1	-2	·	0	·
52	Cc1ccc(NC(=O)C(C)Sc2nc3nc(C)cc(C)n3n2)cc1 (configuration not stated)	2	7	-4	-10
53	C[N+]1(C)CC2=Cc3ccccc3CC2C1 (configuration not stated)	-5	1	·	2
54	O=C(c1cccs1)N1CCCc2ccccc21	·	-5	-2	·
55	CCc1nnc(NC(=O)CSc2nc3ccc(OC)cc3[nH]2)s1	8	-4	·	-2
56	COc1ccc(NCc2nnc(SCC(=O)c3ccc(C)cc3)o2)cc1	-12	·	-4	-8
57	CNC(=O)C[C@H]1CC[C@@H]2[C@H](COc3ccc(NS(=O)(=O)c4ccccc4C)cc3C(=O)N2C)O1	-5	-3	-2	-6
58	Cc1ccc(OC(C)C(=O)Nc2ccc(S(=O)(=O)Nc3cc(C)on3)cc2)cc1 (configuration not stated)	·	0	3	-2
59	CCOC(=O)C1=C(O)C(=O)N(Cc2cccnc2)C1c1ccc(C)cc1 (configuration not stated)	-4	-3	6	-3
60	Cc1cccc(C(O)c2cnc(C)n2Cc2ccccc2)c1 (configuration not stated)	-2	12	·	-6

no.	miR-122 sensor	EWS-Fli inh	Casp6 inh	Cneo AK release
49	-1	-7	1	-1
50	-1	·	1	1
51	·	-15	-2	8
52	-3	-3	6	-3
53	·	1	-6	·
54	-5	10	-4	-1
55	·	15	-4	·
56	·	·	·	-2
57	-6[16.7 µM]	-9	6	-5
58	-6	·	·	-3
59	·	2	0	·
60	-10	7	-3	-1

# Screening results as filed in PubChem.
